NTMT1 inh: inhibitors of human N-terminal methyltransferase NTMT1 | Q9BV86 | NTMT1 MTase-Glo SAH luminescence, purified enzyme | 2.5% of 59,000 active | AID 1645870 | Potency, µM (titrated, usually from 114 µM), for inactives: at the highest dose activity change, negative = inhibition, hits mostly inhibitors;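 note: plate controls were DMSO vehicle for no effect and no enzyme for full effect; nearly all actives have a fitted effect of over 65% in size; many of its hits are not listed in these tables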
Target sequence (Q9BV86 whole entry, looked up): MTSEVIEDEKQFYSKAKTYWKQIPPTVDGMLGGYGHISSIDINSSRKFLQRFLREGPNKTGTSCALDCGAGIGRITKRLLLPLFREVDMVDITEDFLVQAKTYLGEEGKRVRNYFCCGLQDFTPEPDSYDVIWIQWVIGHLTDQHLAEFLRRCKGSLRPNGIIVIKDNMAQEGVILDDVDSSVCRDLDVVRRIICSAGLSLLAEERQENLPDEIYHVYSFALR
FH mod: Identification of activators of human fumarate hydratase by quantitative high-throughput screening | FH coupled MDH/diaphorase resazurin fluorescence, 15 min | 0.22% of 54,000 active | Potency, µM (doses to about 79.9 µM), for inactives: top-dose activity change, negative = inhibition, hits mostly inhibitors | Fumarate hydratase, mitochondrial (Homo sapiens), P07954; note: the screen sought activators but most active calls are inhibition curves; nearly all actives have a fitted effect of over 45% in size
Target sequence (P07954 whole entry, looked up): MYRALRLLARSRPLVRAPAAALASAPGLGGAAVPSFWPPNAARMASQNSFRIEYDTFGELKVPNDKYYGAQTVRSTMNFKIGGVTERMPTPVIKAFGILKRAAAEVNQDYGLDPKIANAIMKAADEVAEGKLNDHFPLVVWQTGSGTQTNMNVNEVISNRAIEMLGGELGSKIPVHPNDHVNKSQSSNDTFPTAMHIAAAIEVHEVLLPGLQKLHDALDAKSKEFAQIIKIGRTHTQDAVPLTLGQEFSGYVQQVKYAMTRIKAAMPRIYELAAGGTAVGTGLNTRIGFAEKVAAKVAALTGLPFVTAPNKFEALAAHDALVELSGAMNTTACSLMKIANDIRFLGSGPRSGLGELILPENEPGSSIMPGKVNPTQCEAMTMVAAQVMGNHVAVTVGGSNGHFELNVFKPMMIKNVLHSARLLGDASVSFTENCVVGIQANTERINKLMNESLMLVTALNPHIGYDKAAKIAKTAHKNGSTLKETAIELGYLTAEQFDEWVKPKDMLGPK
Starred values were filed as active, the others as inactive; u = inconclusive; x = no result given; & = joins results of further samples; [ ] = another dose, or the depositor's remark. Calls come from the whole dose curve; as a rule, active = well fitted curve in the direction sought with a large enough effect; inconclusive = small, poorly fitted or top-dose-only effect, or another doubt; inactive = no such curve, though single readings can be large; an effect the other way counts as inactive or inconclusive. Unless noted, % is set by controls: 0 for no effect and ±100 for the full control effect; potency is the fitted concentration of half-maximal effect.

molecule | NTMT1 inh | FH mod
O=S(=O)(Nc1cccc2cccnc12)c1ccc(Br)s1 | 2% | x
CC(=O)Nc1sc2c(c1-c1cccc(F)c1)CCNC2 | u | x
COc1cc(F)c(S(=O)(=O)N2CCCN(S(=O)(=O)c3ccc(NC(C)=O)cc3)CC2)c(F)c1 | 16% | x
CCC1CCCN(C(=O)CC(c2ccc3c(c2)OCO3)c2c(O)cc(OC)cc2OC)C1 (stereo unspecified) | 27% | x
COc1ccc(C(=O)Oc2ccc(-c3nc4ccccc4[nH]3)cc2)cc1OC | 4% | x
O=C(CSc1nnc(-c2cccc(S(=O)(=O)N3CCCC3)c2)n1-c1ccccc1)Nc1ccc(F)cc1 | 0% | x
CNCCCOc1cc(F)c(-c2c(Cl)nc3ncnn3c2N[C@@H](C)C(F)(F)F)c(F)c1 | 28µM* | x
Cc1c(C(=O)OCc2ccco2)[nH]c2c1C(=O)CC(c1ccco1)C2 (stereo unspecified) | -22%[57.5 µM] | x
CCCNC(=O)c1cn2ncnc(Nc3cc(C(=O)NC4CC4)ccc3C)c2c1C | 10% | x
Cc1ccc(NS(=O)(=O)c2ccc3c(ccn3C)c2)cc1C | -4% | x
Cc1ccc(-n2c(=O)ccc(=O)n2CC(=O)N(C)C(C)c2ccco2)cc1 (stereo unspecified) | 17% | x
Cc1cc(C)nc(NC(=S)N2CCN(c3ccc(Cl)cc3F)CC2)c1 | u | x
O=C1Cc2cc(S(=O)(=O)N3CCN(c4cccc(C(F)(F)F)c4)CC3)ccc2N1 | 0%[228 µM] | x
FC(F)(F)c1ccccc1-c1nc(NCc2cccc(Cl)c2)c2ccccc2n1 | -8% | x
N#Cc1cccc(S(=O)(=O)Nc2cnccc2C(=O)Nc2nc(-c3ccccc3)cs2)c1 | 22% | x
CC(=O)O/N=C1\C(=O)N(Cc2cc(Cl)ccc2Cl)c2ccc(Cl)cc21 | -17% | x
Cc1noc(-c2sc3c(c2-c2nc4ccccc4s2)CCNC3)n1 | 18% | x
CC(=O)Nc1cccc(S(=O)(=O)N2CCN(S(=O)(=O)c3ccc4c(c3)OCCO4)CC2)c1 | 19% | x
O=C(/C=C/c1ccccc1Cl)Nc1cccc([S+](=O)([O-])Nc2ccccc2F)c1 | 9% | x
Cc1cc(Nc2c(Nc3nnc(-c4ccncc4)s3)c(=O)c2=O)ccc1Cl | u | x
COC1=C(OC)C(=O)C(C/C=C(\C)CC/C=C(\C)CC/C=C(\C)CC/C=C(/C)CC/C=C(\C)CC/C=C(\C)CC/C=C(\C)CC/C=C(\C)CC/C=C(\C)CCC=C(C)C)=C(C)C1=O | 17% | x
O=C(Nc1ccc(N2CCOCC2)nc1)c1cccs1 | -1% | x
c1ccc2c(Nc3ccn[nH]3)nc(-c3ccncc3)nc2c1 | u | x
CCCn1c(-c2ccc(F)cc2)nc2c(N(C)CCN(C)C)nc(C)nc21 | u | x
Cc1ccnc(NC(=S)N2CCN(c3cc(C(F)(F)F)cc(C(F)(F)F)c3)CC2)c1 | u | x
COc1cccc(-c2nnc3n2N=C(c2cc(OC)ccc2OC)CS3)c1 | u | x
O=S(=O)(Nc1cccc2cccnc12)c1ccc2ccccc2c1 | 10% | x
O=S(=O)(c1ccc2c(c1)OCCO2)N1CCN(S(=O)(=O)c2cccc3cccnc23)CC1 | 20% | x
O=S(=O)(Nc1cccc2cccnc12)c1ccccc1 | 12% | x
Cc1ccc(NS(=O)(=O)c2ccc3c(c2)CCCC(=O)N3)cc1C | -8% | x
C[S+](=O)([O-])c1ccc(C(=O)OCC(=O)N2CCNC(=O)C2)cc1[N+](=O)[O-] | 6% | x
O=C1CN(S(=O)(=O)c2c(F)cccc2F)CCN1S(=O)(=O)c1ccc2c(c1)OCCO2 | 4% | x
Cc1nc(-c2ccccc2C(C)C)nc(NCc2ccc(-c3cccnc3)cc2)c1C | 7%[57.5 µM] | x
O=C(Nc1cncc(-c2ccncc2)c1)c1cccs1 | 15% | x
Cc1cc2c(s1)c1cnn(Cc3ccccc3F)c(=O)c1n2C(C)C | 1% | x
O=C1CCc2cc([S+](=O)([O-])Nc3ccc(Cl)c(Cl)c3)c(NCCCO)cc2N1 | -1% | x
COc1ccc(C2Nc3ccccc3C(=O)N2Cc2cccnc2)cc1COc1c(C)cccc1C (stereo unspecified) | -3% | x
Nc1c(-c2ccncc2)cc[nH]c1=O | 79µM* | x
NC(=O)C1CCN(c2nc(-c3ccccc3[N+](=O)[O-])cs2)CC1 | -19%[57.5 µM] | x
O=C1CCc2cc(S(=O)(=O)Nc3ccccc3-c3ccccc3)ccc2N1 | 7% | x
Cc1ccc(C(=O)Nc2ccc(N3CCCCC3)cc2)cc1 | -5% | x
O=C(NO)C1(CS(=O)(=O)c2ccc(Oc3ccc(Cl)cc3)cc2)CCOCC1 | -16% | x
COc1ccc(/C=C\c2cc(OC)c(OC)c(OC)c2)cc1O | -17% | x
Cc1ccc(NS(=O)(=O)c2cccc(F)c2)cc1C | 8% | x
CCc1c(-c2ccccc2C)nc2c(C#N)c[nH]n2c1=O | 14%&0% | x
COc1ccccc1C(=O)NCCc1nc2ccccc2n1CCOc1ccc(C)cc1 | 9% | x
S=P(c1ccccc1)(c1ccccc1)c1nc(CCCc2ccccc2)n2ccccc12 | 0%[57.5 µM] | x
CC(=O)Nc1sc2c(c1-c1ccc(F)cc1)CCNC2 | -5% | x
CC1=C(C(=O)n2ccc3ccccc32)C(c2ccccc2Br)N=C(Nc2nc3ccccc3o2)N1 (stereo unspecified) | 38%[activator] | x
COc1ccc(NS(=O)(=O)c2ccc3c(c2)CCC(=O)N3)cc1 | 1% | x
Cc1ccc(-c2nnc(NC(=O)Nc3ccc4ccccc4c3)s2)cc1 | 1% | x
N=C(N)c1ccc2nc(-c3cc(CC(=O)N[C@@H](CC(=O)O)C(=O)O)cc(-c4cc(S(N)(=O)=O)ccc4O)c3O)[nH]c2c1 | 17% | x
NC(=O)C1CCN(c2ncc(-c3ccc4c(c3)OCO4)s2)CC1 | 8% | x
O=[S+]([O-])(Nc1cnc2ccccc2c1)c1ccc(NCc2ccc(Cl)cc2O)cc1 | 0%[57.5 µM] | x
O=S1(=O)N=C(Oc2ccccc2)c2ccccc21 | -8% | x
CC(=O)c1cccc(-c2csc(N3CCC(C(N)=O)CC3)n2)c1 | -24% | x
COc1cccc(C2c3c(ncn(-c4cccnc4)c3=N)Oc3ccc4ccccc4c32)c1 (stereo unspecified) | 4% | x
Cc1ccc(OCCn2c(CCNC(=O)c3ccccc3C(F)(F)F)nc3ccccc32)cc1 | 8% | x
Oc1ccc(CCc2ccccc2)c2cccnc12 | 11% | x
CC(O)c1cc2c(s1)c1cnn(Cc3ccccc3F)c(=O)c1n2C (stereo unspecified) | 9% | x

Continued.
molecule | NTMT1 inh | FH mod
Cc1cc2c(s1)c1cnn(Cc3cc(F)c(Cl)cc3Cl)c(=O)c1n2C | 4%[57.5 µM] | x
Cc1ccc(OCCn2c(CCNC(=O)c3ccccc3Br)nc3ccccc32)cc1 | 7% | x
CC(C)C1CCC(C(=O)Nc2ccc(S(=O)(=O)Nc3nccs3)cc2)CC1 (stereo unspecified) | 11% | x
c1cncc(-c2ccc(CNc3nc(N4CCCC4)nc4ccccc34)cc2)c1 | 40µM* | x
Cc1c(F)cccc1NC(=O)Nc1ccc(Cl)c(S(=O)(=O)[C@H]2CCCNC2)c1O | 12% | x
COc1ccc(C(=O)N2CCN(c3ccc4c(c3)CCC(=O)N4)CC2)cc1OC | -1% | x
N[C@H](Cc1ccccc1)C(=O)Nc1ccc(Cl)cc1C(=O)c1ccc[nH]1 | 28µM* | x
COc1ccc(N2Cc3cccc(C(=O)O)c3C2=O)c(OC)c1 | 12% | x
COc1cccc(CNc2ccc(S(=O)(=O)Nc3nc4c(C)cccc4s3)cc2)c1O | -1% | x
CCN(CC)C(=O)CC(c1ccc2c(c1)OCO2)c1c(O)cc(OC)cc1OC (stereo unspecified) | 16%[228 µM] | x
O=S(=O)(NC[C@@H]1CCC[C@H](CNS(=O)(=O)c2c(F)cccc2F)C1)c1ccc2c(c1)OCCO2 | -15% | x
O=c1c2ccccc2nc2sc(Nc3cccc(N4CCN5CCCCC5C4)c3)nn12 (stereo unspecified) | u | x
C(=Nc1cccnc1)c1cccs1 | 0%[57.5 µM] | x
Cc1cc2c(s1)c1cnn(Cc3cc(F)c(F)c(F)c3F)c(=O)c1n2C | 14% | x
O=C1OC2(CCC(C(=O)Nc3ccn(-c4ccccc4F)n3)CC2)c2cnccc21 (stereo unspecified) | 3% | x

6 of the compounds above, with two lines to a compound:
Values run as follows: NTMT1 inh	FH mod
c1cncc(-c2ccc(CNc3nc(N4CCCC4)nc4ccccc34)cc2)c1
    40µM*	x
Cc1c(F)cccc1NC(=O)Nc1ccc(Cl)c(S(=O)(=O)[C@H]2CCCNC2)c1O
    12%	x
COc1ccc(C(=O)N2CCN(c3ccc4c(c3)CCC(=O)N4)CC2)cc1OC
    -1%	x
N[C@H](Cc1ccccc1)C(=O)Nc1ccc(Cl)cc1C(=O)c1ccc[nH]1
    28µM*	x
COc1ccc(N2Cc3cccc(C(=O)O)c3C2=O)c(OC)c1
    12%	x
COc1cccc(CNc2ccc(S(=O)(=O)Nc3nc4c(C)cccc4s3)cc2)c1O
    -1%	x

Following part.
molecule | NTMT1 inh | FH mod
CN(C)Cc1ccc(S(=O)(=O)n2ccc(/C=C/C(=O)NO)c2)cc1 | -3%&7% | x
COc1cc(OC)c(C(CC(=O)N2CC(C)CC(C)C2)c2ccc3c(c2)OCO3)c(OCC(N)=O)c1 (stereo unspecified) | 13%[228 µM] | x
c1ccc2sc(-c3csc4c3CCNC4)nc2c1 | -2% | x
Oc1ccc(Oc2ccccc2F)c2cccnc12 | -11% | x
O=S(=O)(Nc1nccs1)c1ccc(NCc2cccc(Cl)c2Cl)cc1 | -8%[57.5 µM] | x
Cc1nnc(-c2ccccc2C(C)C)nc1NCc1ccc(-c2cccnc2)cc1 | 11%[57.5 µM] | x
CC(C)(C)OC(=O)N[C@@H](Cc1ccc(O[S+](=O)([O-])c2cccnc2)cc1)C(=O)N1CCN(c2ccccc2)CC1 | 2%[57.5 µM] | x
O=C1CCc2cc(S(=O)(=O)Nc3ccc(Cl)c(Cl)c3)c(F)cc2N1 | 1%&13% | x
COc1cccc(C2c3c(ncn(-c4ccccc4)c3=N)Oc3ccc4ccccc4c32)c1 (stereo unspecified) | 4%&8% | x
Cn1c2cc(Br)sc2c2cnn(Cc3ccc(F)cc3F)c(=O)c21 | -1%[57.5 µM] | x
Cc1ccc(S(=O)(=O)Nc2ccc(Br)cc2C(=O)Nc2nc(-c3ccccc3)cs2)cc1 | -15% | x
O=C(Nc1ccc(Cl)c(Cl)c1)Nc1nnc(Br)s1 | 11% | x
CCOc1ccccc1-c1nnc2n1N=C(c1ccccc1OC)CS2 | 2% | x
CCCCC(O)C(=O)Nc1cc(C(F)(F)F)ccc1Cl (stereo unspecified) | 5% | x
CC(=O)Nc1sc2c(c1-c1ccccc1)CCN(C(=O)OC(C)(C)C)C2 | -12% | x
S=c1[nH]c2ccccc2n1CCc1ccccc1 | -25% | x
Cn1nccc1Nc1nccc(-c2cc3c(s2)C(C)(C)N(CCN2CCOCC2)C3=O)n1 | 3% | x
CON=C(C(=O)N[C@@H]1C(=O)N2C(C(=O)O)=C(CSC(=O)c3ccco3)CS[C@H]12)c1csc(N)n1 | u | -1%[53.3 µM]
Cc1cc2c(N3CCCC3)nc(N3CCCC3)nc2n1C | u | -4%
CC1(C)S[C@@H]2[C@H](NC(=O)[C@H](NC(=O)N3CCN(S(C)(=O)=O)C3=O)c3ccccc3)C(=O)N2[C@H]1C(=O)O | 4%[57.5 µM] | -6%
C[C@]12CCC(=O)C=C1[C@@H]1CC1[C@H]1[C@H]3[C@@H]4C[C@H]4[C@@]4(CCC(=O)O4)[C@@]3(C)CC[C@H]12 (stereo partly specified) | -25%[57.5 µM] | -2%[53.3 µM]
COc1cc(C(CO)CO[C@@H]2O[C@H](CO)[C@@H](O)[C@H](O)[C@H]2O)ccc1O (stereo partly specified) | 11%[29.8 µM] | 4%[53.3 µM]
Nc1ncnc2c1ncn2[C@@H]1O[C@H](CO)C[C@@H]1O | u | 6%[53.3 µM]
Cc1cc(O)c(C(C)C)cc1O[C@@H]1O[C@H](CO)[C@@H](O)[C@H](O)[C@H]1O | 10%[29.8 µM] | 2%[53.3 µM]
C=C1C(=O)OC2C=C(C)CC/C=C(\CO)CC(O)C12 (stereo unspecified) | -14%[57.5 µM] | 1%
Cc1ccc(S(=O)(=O)N2CCC[C@H]2c2ccc(F)cc2)cc1 | 13%[57.5 µM] | -10%
COc1c(C)cc(NC(=O)c2nn(Cc3ccc(F)cc3)c3c2CN(C(=O)c2ccc[nH]2)C[C@]3(C)C(N)=O)cc1C | u | -14%[20.6 µM]
CCC(C(=O)OCCOCCN(CC)CC)c1ccccc1 (stereo unspecified) | u | 0%[53.3 µM]
C/C1=C\[C@@H](C)C[C@@H](C)[C@@H](Cc2cnco2)OC(=O)/C(C)=C/[C@@H](C)C[C@@H](C)[C@@H](Cc2cnco2)OC1=O | 0%[29.8 µM] | -3%[53.3 µM]

These rows are one share of the data; rates above refer to the full screens.
